KKLEB cytotox: reduces viability of KKLEB cystic fibrosis airway cells | actives 0.36% (n = 360,000) | KKLEB CF airway cells viability, ATPlite luminescence, overnight; active compounds read low; cells stimulated with P. aeruginosa culture filtrate | AID 602141 | activity change (cytotoxicity), % at 5 µM;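 active = corrected activity change at or below -50% at 5 µM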
NR2E3 ag-1: activates human photoreceptor nuclear receptor NR2E3 | actives 0.12% (n = 320,000) | inhibition of corepressor binding, % at 4.78 µM | Q9Y5X4 | AID 2300 | GST-NR2E3/biotin-RetCOR TR-FRET, 1536-well;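 active = percent inhibition above the cutoff of mean plus 3 SD of all tested compounds, set per screening campaign, cut at about 20% in these data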;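 note: 0% = DMSO wells and 100% = biotin wells as full block of FRET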
Target sequence (Q9Y5X4 whole entry, looked up): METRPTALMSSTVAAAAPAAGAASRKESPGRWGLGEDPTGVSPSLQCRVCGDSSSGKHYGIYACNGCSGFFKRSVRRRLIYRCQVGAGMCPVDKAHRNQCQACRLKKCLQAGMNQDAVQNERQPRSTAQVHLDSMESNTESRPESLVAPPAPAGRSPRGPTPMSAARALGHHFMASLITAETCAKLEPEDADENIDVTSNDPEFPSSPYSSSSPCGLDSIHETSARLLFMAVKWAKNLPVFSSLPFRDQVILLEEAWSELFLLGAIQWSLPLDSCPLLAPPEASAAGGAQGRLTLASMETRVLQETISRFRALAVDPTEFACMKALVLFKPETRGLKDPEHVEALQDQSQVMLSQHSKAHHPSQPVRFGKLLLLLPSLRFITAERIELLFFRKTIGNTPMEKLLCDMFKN
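Material: NR2E3–RetCOR corepressor complex / Incubation: Compound–protein incubation for 5 h at 4 °C / Dosing: compound at 4.8 µM, single dose / Detection: time-resolved FRET / Benchmarks: high control biotin, low control 0.6% DMSO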
Shn3 3UTR inh: reduces Shn3 3'UTR luciferase signal in osteoblasts. Clone20 osteoblast Shn3 3'UTR firefly luciferase, 24 h. inhibition, % at 12.5 µM. actives 0.52% (n = 360,000);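 active = mean inhibition of at least 75% with every replicate also reaching 75%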;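 note: 0% = median of neutral control wells and 100% = pilot-screen positive control compound; some compounds past the cut are filed as inactive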
TWEAK-Fn14 inh: inhibitors of TWEAK-Fn14 interaction signaling; AID 1159606; TWEAK-stimulated Fn14 reporter cells, luciferase luminescence, 8 h; actives 2% (n = 360,000); inhibition, % at 10 µM; in the data active = inhibition above about 50%
TRPM1 prom inh: MITF TRPM1 promoter inhibition in SK-MEL-5 cells; inhibition, % at 12.5 µM; actives 0.83% (n = 330,000); AID 488899; SK-MEL-5 TRPM1 promoter luciferase, 24 h;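 active = mean inhibition across replicates of 60% or more, whatever share of single replicates reaches that level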; note: values of inactives mirror those of a sister screen read the other way
aDG glyco up: increases alpha dystroglycan glycosylation; Pro5-aDG cells, alpha-DG glycosylation AlphaScreen (IIH6); 0% Pro5, 100% B10-LARGE cell signal; AID 624168; actives 0.22% (n = 360,000); activation, % at 10 µM;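 active = activation of at least 8% versus controls, or a plate z-score of at least 8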;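 note: Pro5 are CHO cells carrying HIG-tagged alpha-DG that lacks glycosylation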
CF NFkB block: cystic fibrosis NF-kB activation inhibition; inhibition, % at 5 µM; actives 0.86% (n = 360,000); KKLEB NF-kB-GFP reporter, PAF-induced, GFP fluorescence overnight; AID 588850;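 active = at least 50% inhibition at 5 µM, scaled per plate between neutral and stimulator controls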;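 note: PAF is a Pseudomonas aeruginosa culture filtrate used as stimulus; plate controls were PAF-stimulated DMSO wells for no effect and unstimulated DMSO wells for full effect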
Peg3 prom inh: reduces Peg3 promoter-driven luciferase expression in HeLa | HeLa PEG-Prom luciferase reporter, luminescence, overnight | inhibition, % at 20 µM | actives 1.7% (n = 360,000);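 active = inhibition of at least 50% at 20 µM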
iPSC survival up: enhancers of human iPSC single-cell survival. survival enhancement, % at 20 µM. AID 602274. hiPSC single-cell survival, ATPlite luminescence; 100% = ROCK inhibitor wells, 0% = DMSO. actives 0.044% (n = 360,000); in the data active = survival enhancement above about 18%;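 note: cells exposed to compounds for 16 hours before the ATP read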
HIF-2a inh: inhibitors of HIF-2a; actives 0.72% (n = 360,000); inhibition, % at 18.8 µM; 786-0 RCC cells HIF-2a reporter, luciferase luminescence, overnight;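 active = inhibition of the luminescence signal of 40% or more relative to plate controls, in a single-dose primary screen at 18.75 µM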
NR2E3 ag-2: activates human NR2E3 receptor. Q9Y5X4. CHO-S Gal4-NCOR/VP16-NR2E3 two-hybrid, luciferase. inhibition of corepressor binding, % at 3.98 µM. actives 0.35% (n = 360,000). AID 602229;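 active = inhibition above the mean of all tested compounds plus 3 SD, cut at about 70% in these data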;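 note: 0% = DMSO with NR2E3 transfected cells and 100% = cells lacking NR2E3 construct; higher means lower luciferase signal from less NR2E3 corepressor binding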
Active calls of the source: *; / = no result given. No enrichment for hits; overall some 4.4% were active at least once.

SMILES	KKLEB cytotox	NR2E3 ag-1	Shn3 3UTR inh	TWEAK-Fn14 inh	TRPM1 prom inh	aDG glyco up	CF NFkB block	Peg3 prom inh	iPSC survival up	HIF-2a inh	NR2E3 ag-2
Cc1cc(C)c2[nH]c3nc(SCC(=O)O)nnc3c2c1	2	0	1	-31	0	-0.2	-15	-10	-0.3	-53	8
CSC[C@H]1CN(c2ccc(Br)cc2)C(=O)[C@@H]1CC(=O)Nc1ccc(Br)cc1	6	/	6	-12	/	0.0	-18	7	1.3	4	-29
O=C(CCNC(=O)N1CC(=O)Nc2ccccc21)NCc1ccc(F)cc1	-1	3	1	-8	-1	0.2	-3	9	-0.4	5	-2
Nc1nc(NCc2ccccc2)nc(Nc2cccc(F)c2)c1[N+](=O)[O-]	-7	-2	2	-4	0	-0.3	16	33	12	26	12
C=CCn1c(-c2sccc2C)n[nH]c1=S	7	2	0	2	0	0.0	-16	2	5.0	3	-4
CCOC(=O)N1CCN(C(=O)c2ccc3c(=O)n(Cc4ccc(Cl)cc4)c(=S)[nH]c3c2)CC1	-8	-8	-1	-2	-7	0.5	-17	26	-3.5	7	-24
c1ccc(CCc2ccncc2)cc1	-6	0	-5	1	-7	0.0	8	11	0.1	24	-10
CCCC1=NN2C(=N)/C(=C\c3cc(C)n(Cc4ccccc4)c3C)C(=O)N=C2S1	13	5	2	-4	11	-0.1	8	10	0.1	16	13
CCC(=O)N1CCc2cc(S(=O)(=O)CCC(=O)NCc3cccs3)ccc21	3	2	1	7	7	0.0	-3	21	-2.9	6	-23
CCCS(=O)(=O)N1CCc2ccc(NC(=O)c3ccccc3Cl)cc2C1	2	-2	-11	-11	6	0.0	-8	-3	-0.9	-25	-9
O=[N+]([O-])c1ccc(COc2cccnc2)cc1	-2	3	-7	-23	-23	0.0	-4	-51	0.0	-63	-38
CCCNC(=O)C1(C)CCCN(CCOc2ccccc2)C1 (centres undefined)	14	/	4	-1	/	-0.4	-9	6	-3.4	6	-8
COc1cc(/C=C/C(=O)OCC(=O)N2CCCC2)ccc1OCC#N	-3	0	1	4	5	-0.3	-3	7	3.8	6	12
CCOC(=O)c1c(C)[nH]c(C)c1C(=O)CN1C(=O)NC(CC(C)C)C1=O (centres undefined)	3	-2	-8	-1	-1	-0.2	2	1	1.5	8	2
Cc1cccc(NC(=O)C2CCN(C(=O)NCc3ccccc3)CC2)c1C	3	3	7	-1	15	-0.2	-14	-2	-0.5	2	-6
Cc1cc(C)c(S(=O)(=O)c2ccccc2C)c(Cl)n1	-20	4	5	7	7	0.2	-20	-3	0.2	20	-24
Cc1ccc(S(=O)(=O)NC(=O)Nc2cc(C(C)(C)C)on2)cc1	3	2	/	4	/	0.0	2	3	-0.8	14	-13
CN(C)CCCN(C(=O)C1COc2ccccc2O1)c1nc2ccc(F)cc2s1 (centres undefined)	-2	-3	6	-9	-7	-0.2	-3	-42	-0.5	-34	-5
Cc1ccc(C(OCC(O)CNCc2ccc(F)cc2)c2ccccc2)cc1 (centres undefined)	-12	0	41	-12	-8	0.6	16	100*	0.4	20	17
Cc1ccc(C)c(OCC(O)CN2C(C)CCCC2C)c1 (centres undefined)	5	-2	-10	-8	5	0.0	-6	10	-7.2	17	6
COc1ccc(OCC(=O)NNC(=O)CCc2ccccc2)cc1	15	-1	-1	8	-12	0.0	-7	-1	-0.6	9	-27
CS(=O)(=O)N(CC(=O)NCc1ccco1)c1ccccc1Cl	-3	2	-4	-3	6	-0.1	10	10	2.3	7	-15
CC1CN(C(=O)CSc2nnc(C3CCCCC3)n2N)CC(C)O1 (centres undefined)	1	/	0	-2	-2	0.0	-4	-16	0.2	-2	13
Cc1ccc(OCC(=O)N/N=C2\CC(=O)CC(C)(C)C2)c(Br)c1	-14	/	-39	-3	7	-0.1	9	7	-0.2	3	-38
Cc1oc2ccc(OCc3ccc(F)cc3)cc2c1C(=O)O	2	1	-3	-6	4	0.3	-2	13	3.6	1	-10
CCC(=O)Nc1ccccc1Oc1ccccc1	-2	-1	13	-14	-12	0.0	-1	6	4.1	3	14
C[C@H](NC(N)=O)C(=O)N1CCN(S(=O)(=O)c2ccc3ccccc3c2)CC1	16	2	3	1	7	0.0	-4	-2	2.1	4	-7
O=C(COC(=O)c1cnccn1)NCCc1ccc(Cl)cc1Cl	6	0	-11	7	-2	0.2	2	-1	2.5	9	-7
Cc1ccccc1NC(=O)CCN1CCN(Cc2ccccc2)CC1	-6	0	-65	-7	-1	-0.2	-6	18	0.5	-1	-10
c1ccc(CSc2ccc(-c3cccnc3)nn2)cc1	-24	-2	-65	-1	-92	-0.2	1	-265	0.4	-273	-67
COc1ccccc1NC(=O)C(C)OC(=O)C1CCN(S(=O)(=O)c2ccccc2C(F)(F)F)CC1 (centres undefined)	-16	/	5	-16	13	0.7	9	-13	0.3	0	9
O=C(Nc1ccc(Br)cc1)C1CC(O)CN1C(=O)Oc1ccccc1 (centres undefined)	7	1	-11	36	-6	0.1	-4	1	0.4	-3	0
CN=c1scc(C)n1/N=C/c1cc(Br)c(O)c(OC)c1	1	-1	1	0	2	-0.1	-20	-37	-0.1	-18	20
CS(=O)(=O)CC(=O)Nc1ccc2nc3n(c(=O)c2c1)CCCCC3	4	0	17	-2	6	-0.1	18	-10	0.1	-4	0
OCCC1CN(Cc2cc(F)ccc2-n2cccn2)CCN1C1CCCC1 (centres undefined)	-6	0	-5	91*	14	0.0	3	3	-0.4	0	-9
COc1cccc(/C=C2\SC(=O)N(CCC(=O)NNC(=O)c3ccccc3Cl)C2=O)c1	-20	-5	11	-16	-25	0.4	12	-27	-1.0	-23	-2
COc1ccccc1-c1nc2c(c(SCC(=O)N3CCCCC3)n1)Cc1c(CO)cnc(C)c1O2	2	0	13	8	12	-0.3	10	30	-0.2	8	-11
CCOC(=O)Cc1nnc(NC(=O)COc2ccc(C)cc2)s1	10	-1	0	5	3	-0.1	3	2	1.6	-6	-20
C[C@@H](C(=O)Nc1ccc2ccccc2c1)[C@@H]1C[C@@]1(C)[C@@H](N)c1ccccc1	3	4	3	5	6	0.3	6	1	0.2	-3	1
CSc1ncccc1C(=O)N1CCC(C)(C(=O)O)C1 (centres undefined)	16	/	-6	2	/	-0.3	-17	1	-1.2	9	-1
Cc1nc(/N=C(\N)N(C)C)[nH]c(=O)c1C	-9	2	8	19	-2	0.1	10	3	-0.3	14	-30
CSc1ccc(CNc2ncc(-c3cccc([N+](=O)[O-])c3)n2C)cc1	0	1	16	-5	2	0.4	4	6	-0.6	-5	9
COc1ccc(NC2=NCC(=O)N2c2ccccc2F)cc1	-2	3	-2	0	1	0.3	-14	-5	2.6	4	11
CC(C)OC(=O)/C(=C\c1ccc2c(c1)c1ccccc1n2C)NC(=O)c1ccccc1	6	2	-15	12	-52	-0.4	-23	-178	-1.0	-200	-117
Oc1cccc(C=NCc2ccccc2)c1O	0	5	12	-7	2	0.0	-4	3	-0.6	10	-41
CCCCCCSc1ccc([C@@H]2[C@@H]3C(=O)N(CC)C(=O)[C@@H]3[C@]3(C(=O)OC)CCCCN23)cc1	-16	/	24	-6	0	0.0	21	22	3.6	26	5
CC(C)OC(=O)CC1C(=O)NCCN1C(=S)NC(=O)CCc1ccccc1 (centres undefined)	-4	0	13	-3	-18	-0.3	18	3	2.0	19	-7
CCc1ccc(NC(=O)C(CC)Sc2nc3cc4c(cc3c(=O)n2Cc2ccco2)OCO4)cc1 (centres undefined)	-63*	1	8	-27	-11	-0.6	48	30	-2.2	0	15
O=C(CSc1nc2ccccc2c(=O)[nH]1)Nc1ccc(N2CCOCC2)cc1	8	5	16	-12	4	0.2	-11	8	0.2	19	0
CC(=O)Nc1ccc(/C(C)=N/NC(=O)c2ccc(CN3CCOCC3)cc2)cc1	-1	1	-10	-19	-25	0.1	2	-6	-1.4	-100	-22
O=C(O)c1ccc(Nc2ncnc3c2cnn3Cc2ccccc2)cc1	-10	-1	0	12	-2	-0.5	-1	12	-0.7	4	-26
Cc1ccc(NC(=S)NCC2CCCO2)c(OC(F)F)c1 (centres undefined)	9	-2	-14	4	7	-0.3	-4	-6	-1.2	17	-5
CCC(=O)N1c2ccc(S(=O)(=O)N3CCN(CC)CC3)cc2CC1C (centres undefined)	1	3	-10	-14	-3	0.0	24	3	-0.4	-2	0
COc1ccc(-c2cc(C(F)(F)F)nc(SCC(=O)Nc3cc(C)on3)n2)cc1OC	-16	3	17	-17	-19	-0.1	38	-5	5.0	2	6
Cc1cc(C)n2c(=O)[nH]nc2c1	-2	/	2	4	-9	-0.1	0	0	1.9	10	1
CC[N+](CC)(CC=C(C)C)CC(=O)OC	0	-1	0	4	18	-0.2	-6	5	0.2	12	-7
O=C(CNC(=O)c1ccco1)NCc1ccc2c(c1)OCO2	16	/	-14	4	8	-0.2	1	-17	1.0	3	-11
O=C(NCC1CCCO1)c1ccc(S(=O)(=O)N2CCCCC2)cc1 (centres undefined)	2	2	4	-12	13	-0.2	-2	19	0.2	7	-3
O=C(CCC1CCCCC1)Nc1ccc(S(=O)(=O)Nc2nccs2)cc1	11	1	0	17	6	0.1	11	12	-0.5	10	8
CCn1c(SCC(=O)Nc2nccs2)nnc1-c1ccc(S(=O)(=O)N2CCCCCC2)cc1	0	7	43	16	28	1.2	11	3	-1.9	-7	-9

Other structures
SMILES	KKLEB cytotox	NR2E3 ag-1	Shn3 3UTR inh	TWEAK-Fn14 inh	TRPM1 prom inh	aDG glyco up	CF NFkB block	Peg3 prom inh	iPSC survival up	HIF-2a inh	NR2E3 ag-2
CSc1ccccc1NC(=O)c1cccnc1	3	1	-19	4	-2	0.0	6	-41	2.4	-21	0
CC1(C)CC(=O)C/C(=N\NC(=O)CCc2ccc(S(=O)(=O)N3CCOCC3)cc2)C1	5	1	7	2	-7	0.7	-2	-17	-0.4	10	-6
Cc1c(Br)c([N+](=O)[O-])nn1CC(=O)c1ccccc1	-12	-1	2	-7	-15	0.1	19	9	0.5	13	-7
COc1ccc(CC(=O)Nc2ccc3nc(SC)sc3c2)cc1OC	2	2	-50	34	0	0.0	4	-9	0.0	-7	-16
CCOc1ccc(CNC(=O)Nc2ccccc2)cc1	-16	1	-54	5	-56	0.0	5	-138	0.9	-135	-54

3 entries from above, arranged by the value under TRPM1 prom inh, ascending:
Molecule | TRPM1 prom inh
CCOC(=O)N1CCN(C(=O)c2ccc3c(=O)n(Cc4ccc(Cl)cc4)c(=S)[nH]c3c2)CC1 | -7
Cc1nc(/N=C(\N)N(C)C)[nH]c(=O)c1C | -2
OCCC1CN(Cc2cc(F)ccc2-n2cccn2)CCN1C1CCCC1 (centres undefined) | 14

Compound activity (PubChem)
